From PubChem
PhoP GFP inhibition: PhoP regulon inhibitors, Salmonella typhi PhoP promoter GFP reporter, confirmatory (AID 1850); one-dose inhibition, % at 50 µM; IC50 in µM for titrated hits; Salmonella Typhi PhoP-promoter GFP reporter, fluorescence, 4 h; higher % means a stronger effect; actives 0.33% (n = 310,000); in the data active = a potency from the dose series; inconclusive = inhibition mostly from about 25% at the one dose, without a potency; inactive = the rest, 99 in 100 with inhibition below about 19%;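 also: 0% = induced wells with vehicle and 100% = uninduced wells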
inhibitors of VEEV: inhibitors of VEEV TC-83 cytopathic effect, confirmation, Vero cells (AID 588727). Vero cells, VEEV TC-83 cytopathic effect inhibition; higher % means a stronger effect. inhibition, % at 20 µM, or IC50 in µM where a hit was titrated. actives 0.13% (n = 350,000); in the data active = a potency from the dose series; inconclusive = inhibition mostly from about 14% at the one dose, without a potency; inactive = the rest, 99 in 100 with inhibition below about 12%; also: strong numbers were not always called active
influenza NS1A: H1N1 influenza NS1A inhibitors, functional cell based assay (AID 504329); NS1A functional cell-based assay, percent inhibition; higher % means a stronger effect; inhibition, % at 12.5 µM; hits with a dose series show IC50 in µM; actives 0.3% (n = 340,000); in the data active = a potency from the dose series; inconclusive = inhibition above about 27% without an active follow-up result; also: strong numbers were not always called active
M. tuberculosis HTS: M. tuberculosis growth inhibition, HTS (AID 449762); actives 0.59% (n = 330,000); M. tuberculosis H37Rv growth inhibition, 7H9 media; higher % means a stronger effect; inhibition, % at 25 µM, or IC50 in µM where a hit was titrated; in the data active = a potency from the dose series; inconclusive = inhibition above about 70% without an active follow-up result;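 also: bacterial growth assessed after seven days of incubation; strong numbers were not always called active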
tuberculosis growth: growth inhibition of non-replicating M. tuberculosis (AID 488890); Mycobacterium tuberculosis non-replicating, growth inhibition; higher % means a stronger effect; inhibition, % at 25 µM; hits with a dose series show IC50 in µM; actives 0.39% (n = 320,000); in the data active = a potency from the dose series; inconclusive = inhibition mostly from about 82% at the one dose, without a potency; inactive = the rest, 99 in 100 with inhibition below about 76%;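 also: plate controls were DMSO cells for no effect and high antibiotic wells for full effect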
inhibitors of VEEV 10K pilot screen: also measured in inhibitors of VEEV; calls as there; inhibition, %; measured here: 10K pilot screen inhibition
* = called active by the depositor.

What do the screens show for `COc1ccc(C2C(C#N)=C(C)NC3=C2C(=O)CC(C)(C)C3)cc1` (centres undefined)?
PhoP GFP inhibition: -1%; inhibitors of VEEV: 2.0%; influenza NS1A: -2%; M. tuberculosis HTS: 3%; tuberculosis growth: 19%

What do the screens show for `O=S1(=O)NC(c2ccccc2)CC(CC2CCCCC2)O1` (centres undefined)?
PhoP GFP inhibition: 3%; inhibitors of VEEV: inactive; influenza NS1A: 3%; M. tuberculosis HTS: -2%; tuberculosis growth: 30%

Results for CCOC(=O)C(=CNc1cccnc1Oc1ccc(C)c2c1CCC2)C(=O)OCC ?
PhoP GFP inhibition: 2%; inhibitors of VEEV: 4.8%; influenza NS1A: 9%; M. tuberculosis HTS: 7%; tuberculosis growth: 6%

What do the screens show for `FC(F)(F)c1cc(Oc2ccc(Cl)cc2)nc(-c2ccccn2)n1`?
PhoP GFP inhibition: -10%; inhibitors of VEEV: 1.2%; influenza NS1A: 5%; M. tuberculosis HTS: -1%; tuberculosis growth: 30%

Results for CC(C)(C)c1[nH]nc2c1C(c1ccoc1)C(C#N)=C(N)O2 (centres undefined) ?
PhoP GFP inhibition: -5%; inhibitors of VEEV: 1.3%; influenza NS1A: 0%; M. tuberculosis HTS: -1%; tuberculosis growth: 7%

What do the screens show for `COc1cc(NC(=O)CC(C)S(=O)(=O)c2cc3c(cc2C)NC(=O)CO3)cc(OC)c1OC` (centres undefined)?
PhoP GFP inhibition: 8%; inhibitors of VEEV: 2.2%; influenza NS1A: 3%; M. tuberculosis HTS: 3%; tuberculosis growth: 7%

What do the screens show for `Cc1ccc(CNC(=O)C2CC3Cn4c(nc5cc(Cl)c(Cl)cc54)C3N2C)o1` (centres undefined)?
PhoP GFP inhibition: -11%; inhibitors of VEEV: 0.5%; influenza NS1A: -4%; M. tuberculosis HTS: -3%; tuberculosis growth: 17%

How did O=C(COC(=O)c1ccccc1F)NCc1ccc2c(c1)OCO2 do in these assays?
inhibitors of VEEV: 1.2%; influenza NS1A: -10%; M. tuberculosis HTS: 6%; tuberculosis growth: 39%

Results for COCCCNc1nc2c(c(=O)n(Cc3cccc(Br)c3)c(=O)n2C)n1C ?
PhoP GFP inhibition: -1%; inhibitors of VEEV: 0.7%; influenza NS1A: -21%; M. tuberculosis HTS: 6%; tuberculosis growth: 20%

How did CCOC(=O)C(C)NC(=O)CCc1nnc2ccc(N3CCCCC3)nn12 (centres undefined) do in these assays?
PhoP GFP inhibition: 1%; inhibitors of VEEV: 0.4%; influenza NS1A: -3%; M. tuberculosis HTS: -4%; tuberculosis growth: -7%

How did O=C(O)c1ccc2c(c1)CCCN2 do in these assays?
PhoP GFP inhibition: -12%; inhibitors of VEEV: 3.2%; M. tuberculosis HTS: 0%; tuberculosis growth: -6%

Results for O=C(CSc1ccccc1)Nc1ccc2c(c1)OCCO2 ?
PhoP GFP inhibition: 4%; inhibitors of VEEV: inactive; influenza NS1A: 1%; M. tuberculosis HTS: 31%; tuberculosis growth: inconclusive

How did O=C(O)[C@H]1CCC(=O)N1Cc1ccco1 do in these assays?
PhoP GFP inhibition: -4%; inhibitors of VEEV: 0.7%; influenza NS1A: -3%; M. tuberculosis HTS: -8%; tuberculosis growth: -2%

What do the screens show for `Cc1ccc(C)c(OCC(=O)O/N=C(\N)c2cccc([N+](=O)[O-])c2)c1`?
PhoP GFP inhibition: 5%; inhibitors of VEEV: inactive; influenza NS1A: -16%; M. tuberculosis HTS: inconclusive; tuberculosis growth: 12%

What do the screens show for `Cc1c(N2C(=O)c3ccc(Br)cc3C2=O)c(=O)n(-c2ccccc2)n1C`?
PhoP GFP inhibition: -1%; inhibitors of VEEV: 0.8%; influenza NS1A: -4%; M. tuberculosis HTS: -4%; tuberculosis growth: -2%

What do the screens show for `Cc1c(CC(=O)O)c(=O)oc2c(C)c(OCc3c(F)cccc3Cl)ccc12`?
PhoP GFP inhibition: 4%; inhibitors of VEEV: inactive; influenza NS1A: 1%; M. tuberculosis HTS: -5%; tuberculosis growth: 2%

How did CCCCOc1ccc(C(=O)OCC(=O)N2CCOCC2)cc1 do in these assays?
PhoP GFP inhibition: 5%; inhibitors of VEEV: inactive; influenza NS1A: -12%; M. tuberculosis HTS: -2%; tuberculosis growth: 19%

What do the screens show for `COc1ccc(NC(=O)N(C)C[C@H]2Oc3ccc(NC(=O)C4CC4)cc3C(=O)N([C@H](C)CO)C[C@@H]2C)cc1`?
inhibitors of VEEV: inactive; influenza NS1A: -12%; M. tuberculosis HTS: 2%; tuberculosis growth: 6%

What do the screens show for `COC(=O)c1ccccc1NC(=O)c1ccc2c(c1)CC(C)O2` (centres undefined)?
PhoP GFP inhibition: -5%; inhibitors of VEEV: 2.4%; influenza NS1A: -10%; M. tuberculosis HTS: inconclusive; tuberculosis growth: 72%

Results for COC(=O)C1=C(C)C(c2cccs2)NC(=O)N1C (centres undefined) ?
PhoP GFP inhibition: -1%; inhibitors of VEEV: 0.4%; influenza NS1A: 4%; M. tuberculosis HTS: -6%; tuberculosis growth: 6%

How did CCOC(=O)c1cc(=O)n(Cc2ccccc2C)c2ccccc12 do in these assays?
PhoP GFP inhibition: -4%; inhibitors of VEEV: 0.7%; influenza NS1A: -3%; M. tuberculosis HTS: 49%; tuberculosis growth: inconclusive; inhibitors of VEEV 10K pilot screen: 6.2

What do the screens show for `CC1CCCCC1NC(=O)CSc1nnc(COc2ccc(Cl)cc2)o1` (centres undefined)?
PhoP GFP inhibition: 4%; inhibitors of VEEV: inactive; influenza NS1A: 3%; M. tuberculosis HTS: -5%; tuberculosis growth: 57%

Results for COc1ccc(OC)c(S(=O)(=O)N2CCC(C(=O)NCc3cccnc3)CC2)c1 ?
PhoP GFP inhibition: 9%; inhibitors of VEEV: 1.3%; influenza NS1A: 4%; M. tuberculosis HTS: -1%; tuberculosis growth: 1%

How did CC(=O)Nc1ccccc1NS(=O)(=O)c1cccc([N+](=O)[O-])c1 do in these assays?
PhoP GFP inhibition: -4%; inhibitors of VEEV: 2.3%; influenza NS1A: 0%; M. tuberculosis HTS: 1%; tuberculosis growth: -1%

How did COc1ccc(CN2CC[C@H]3C=CC[C@@H](C(=O)Nc4ccc(Cl)c(C(F)(F)F)c4)[C@H]3C2=O)cc1OC do in these assays?
PhoP GFP inhibition: -7%; inhibitors of VEEV: 2.1%; influenza NS1A: -9%; M. tuberculosis HTS: 9%; tuberculosis growth: 42%

Results for CCn1c(SC(C)C(=O)NC2CCCC2)nc2cc(S(N)(=O)=O)ccc21 (centres undefined) ?
inhibitors of VEEV: 1.1%; influenza NS1A: -2%; M. tuberculosis HTS: 0%; tuberculosis growth: -8%

Results for O=C(NCCCN1CCOCC1)c1cn(-c2ccccc2)nc1-c1cccs1 ?
PhoP GFP inhibition: -1%; inhibitors of VEEV: 0.5%; influenza NS1A: 1%; M. tuberculosis HTS: -1%; tuberculosis growth: -3%

How did c1ccc(N2CC3CCc4ccccc4C3=N2)cc1 (centres undefined) do in these assays?
PhoP GFP inhibition: 1%; inhibitors of VEEV: 0.4%; influenza NS1A: -45%; M. tuberculosis HTS: 6%; tuberculosis growth: 25%

Results for CC(NC(=O)C(=O)N/N=C/c1ccccc1)c1ccccc1 (centres undefined) ?
PhoP GFP inhibition: -4%; inhibitors of VEEV: 1.6%; influenza NS1A: -5%; M. tuberculosis HTS: 1%; tuberculosis growth: -6%

What do the screens show for `O=c1cc(-c2ccccc2)c2cc3c(cc2[nH]1)OCCO3`?
PhoP GFP inhibition: 2%; inhibitors of VEEV: 3.2%; influenza NS1A: -3%; M. tuberculosis HTS: 0%; tuberculosis growth: 12%

How did COc1ccc(Cn2c(-c3ccccc3C)nc3c(c(=O)c4ccccc4n3C)c2=O)cc1 do in these assays?
PhoP GFP inhibition: -1%; inhibitors of VEEV: 1.1%; influenza NS1A: -3%; M. tuberculosis HTS: -3%; tuberculosis growth: -2%

How did COc1ccc(OC)c(N2Cc3cc(C)c(C)cc3C2)c1 do in these assays?
PhoP GFP inhibition: -6%; inhibitors of VEEV: inactive; influenza NS1A: 0%; M. tuberculosis HTS: 2%; tuberculosis growth: 37%

Results for COc1ccc(OC)c(NC(=O)Cn2nc(C)c3ccccc3c2=O)c1 ?
PhoP GFP inhibition: 3%; inhibitors of VEEV: 0.1%; influenza NS1A: 19%; M. tuberculosis HTS: 10%; tuberculosis growth: 11%

What do the screens show for `Cc1oc2ccc(O)c(CN3CCOCC3)c2c1C(C)O` (centres undefined)?
PhoP GFP inhibition: -7%; inhibitors of VEEV: 1.6%; influenza NS1A: 1%; M. tuberculosis HTS: -12%; tuberculosis growth: -13%

Results for COc1cc2c(cc1OC)CN(C(=O)Cc1c(F)cccc1Cl)CC2 ?
PhoP GFP inhibition: 11%; inhibitors of VEEV: inactive; influenza NS1A: -10%; M. tuberculosis HTS: 0%; tuberculosis growth: 21%

How did COc1ccc(-c2c(-c3cc(OC)cc(OC)c3)n(C)c3ccc(-c4ccc(S(N)(=O)=O)cc4)cc23)cc1 do in these assays?
inhibitors of VEEV: 7.1%; influenza NS1A: -4%; M. tuberculosis HTS: -5%; tuberculosis growth: 24%

How did Cc1ccc(NC(=O)c2cncc(Br)c2)c([N+](=O)[O-])c1 do in these assays?
PhoP GFP inhibition: -1%; inhibitors of VEEV: inactive; influenza NS1A: -9%; M. tuberculosis HTS: 7%; tuberculosis growth: -6%

Results for COc1ccc(Cl)cc1NC(=O)C(C)N1CCN(c2ccccn2)CC1 (centres undefined) ?
PhoP GFP inhibition: -4%; inhibitors of VEEV: 0.2%; influenza NS1A: 2%; M. tuberculosis HTS: 10%; tuberculosis growth: 15%

Results for CC(C)[C@H](NC(=O)c1ccc(Cl)c([N+](=O)[O-])c1)C(=O)O ?
PhoP GFP inhibition: 13%; inhibitors of VEEV: 0.2%; influenza NS1A: -9%; M. tuberculosis HTS: 5%; tuberculosis growth: -11%

Results for Cc1ccc2nc3c(c(C(=O)OCC(=O)NC4CCS(=O)(=O)C4)c2c1)CCCC3 (centres undefined) ?
PhoP GFP inhibition: 4%; inhibitors of VEEV: 2.8%; influenza NS1A: 12%; M. tuberculosis HTS: 1%; tuberculosis growth: 12%

Results for Cc1csc(NC(=O)CSC2=NS(=O)(=O)c3cc(F)ccc3N2)n1 ?
PhoP GFP inhibition: -5%; inhibitors of VEEV: inactive; influenza NS1A: -2%; M. tuberculosis HTS: 12%; tuberculosis growth: 10%

Of the compounds above, these have a Cl atom:
What do the screens show for `FC(F)(F)c1cc(Oc2ccc(Cl)cc2)nc(-c2ccccn2)n1`?
PhoP GFP inhibition: -10%; inhibitors of VEEV: 1.2%; influenza NS1A: 5%; M. tuberculosis HTS: -1%; tuberculosis growth: 30%

What do the screens show for `Cc1ccc(CNC(=O)C2CC3Cn4c(nc5cc(Cl)c(Cl)cc54)C3N2C)o1` (centres undefined)?
PhoP GFP inhibition: -11%; inhibitors of VEEV: 0.5%; influenza NS1A: -4%; M. tuberculosis HTS: -3%; tuberculosis growth: 17%

What do the screens show for `Cc1c(CC(=O)O)c(=O)oc2c(C)c(OCc3c(F)cccc3Cl)ccc12`?
PhoP GFP inhibition: 4%; inhibitors of VEEV: inactive; influenza NS1A: 1%; M. tuberculosis HTS: -5%; tuberculosis growth: 2%

What do the screens show for `CC1CCCCC1NC(=O)CSc1nnc(COc2ccc(Cl)cc2)o1` (centres undefined)?
PhoP GFP inhibition: 4%; inhibitors of VEEV: inactive; influenza NS1A: 3%; M. tuberculosis HTS: -5%; tuberculosis growth: 57%

How did COc1ccc(CN2CC[C@H]3C=CC[C@@H](C(=O)Nc4ccc(Cl)c(C(F)(F)F)c4)[C@H]3C2=O)cc1OC do in these assays?
PhoP GFP inhibition: -7%; inhibitors of VEEV: 2.1%; influenza NS1A: -9%; M. tuberculosis HTS: 9%; tuberculosis growth: 42%

Results for COc1cc2c(cc1OC)CN(C(=O)Cc1c(F)cccc1Cl)CC2 ?
PhoP GFP inhibition: 11%; inhibitors of VEEV: inactive; influenza NS1A: -10%; M. tuberculosis HTS: 0%; tuberculosis growth: 21%

Results for COc1ccc(Cl)cc1NC(=O)C(C)N1CCN(c2ccccn2)CC1 (centres undefined) ?
PhoP GFP inhibition: -4%; inhibitors of VEEV: 0.2%; influenza NS1A: 2%; M. tuberculosis HTS: 10%; tuberculosis growth: 15%

Results for CC(C)[C@H](NC(=O)c1ccc(Cl)c([N+](=O)[O-])c1)C(=O)O ?
PhoP GFP inhibition: 13%; inhibitors of VEEV: 0.2%; influenza NS1A: -9%; M. tuberculosis HTS: 5%; tuberculosis growth: -11%

Not a hit list. About 1.5% of those tested had a hit in this group.
